KCNH2 3.1 inh: KCNH2 3.1 (human) potassium channel inhibition. activity change, % (tested at about 1.8 µM). AID 720553. U2OS KCNH2 3.1, thallium flux FluxOr; active compounds read low. 0.95% of 340,000 active;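 active = maximum activity change below -70%; inconclusive = maximum activity change from -70% to -50%; inactive = maximum activity change above -50%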;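 also: thallium influx rate constant from kinetic fluorescence after stimulation buffer; % is scaled to controls: 0 for no effect and ±100 for the full control effect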
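U2OS cells transduced with KCNH2 3.1 mutant virus (1.77 x 10^8 /mL, 4 h), plated overnight at 37 C, loaded 45 min with FluxOr dye plus Red40 quencher. Thallium flux rate constant from kinetic reads after stimulation buffer, normalised to controls.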
Menin MLL FP TR: displaces Texas Red mutant MLL peptide from human menin. O00255. Menin + Texas Red MLL mutant peptide, fluorescence polarization. Potency, µM (doses to about 61.6 µM), for the others: at the highest dose FP activity change, negative = inhibition, usual class: inhibitors. 0.23% of 270,000 active. AID 1768; active = well fitted inhibition curve with a large enough effect in the polarisation, with a control signal flat, not every such curve was filed as active; inconclusive = small, poorly fitted or top-dose-only effect, or effect the other way, or a change in a side signal; inactive = no such curve, though single readings can be large or run the other way; the % refers to the polarisation; also: potency is read from the fitted curve at half-maximal effect; % of control where 0% means no effect; many of its hits are not listed in these tables
NPC1 promoter act: NPC1 promoter activation; 2.4% of 320,000 active; Potency, µM (titrated, usually from 9.22 µM), for the others: top-dose activation, hits mostly activators; Huh7 NPC1 promoter luciferase reporter, 24 h; AID 485313;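 also: potency is read from the fitted curve at half-maximal effect; % of control where 0% means no effect; nearly all actives have a fitted effect of over 60% in size; reporter is driven by a mutant NPC1 promoter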
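Readout is luciferase luminescence, reflecting NPC1 promoter activation in stably transfected Huh7 cells after 24 h compound exposure at 37 °C in reduced-serum medium with 10% FBS.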
ELG1 repair inh: inhibitors of ELG1-dependent DNA repair in HEK293T cells | HEK293T ELG1-luciferase reporter, luminescence, 16 h; DNA damage induced by 5-fluorouridine | Potency, µM (doses to about 46.1 µM), inactives show top-dose activity change, negative = inhibition, actives largely listed as inhibitors | 2.3% of 330,000 active | AID 504467; also: potency is read from the fitted curve at half-maximal effect; % is scaled to controls: 0 for no effect and ±100 for the full control effect; nearly all actives have a fitted effect of over 55% in size
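HEK293T cells expressing luciferase-tagged ELG1 (2,000/well) received 5-Fluorouridine plus compound or DMSO for 16 hr at 37 °C. Luciferase was read by ONE-Glo luminescence after 30 min at room temperature.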
RORgamma inh: ROR gamma (mouse) transcription inhibition. P51450. Drosophila S2 Gal4-RORgamma UAS-luciferase reporter, 20 h. Potency, µM (highest dose often 53.6 µM), for the others: at the top dose activity change, negative = inhibition, hits mostly inhibitors. 5.4% of 310,000 active; also: potency is read from the fitted curve at half-maximal effect; % is scaled to controls: 0 for no effect and ±100 for the full control effect; nearly all actives have a fitted effect of over 60% in size
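In this cell-based reporter format, copper sulfate (700 uM final) drives Gal4–ROR gamma fusion expression from a metallothionein promoter in Drosophila Schneider cells; compounds preincubated 1 hr, reporter read after 20 hr at ambient temperature.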
PKM2 activator: PKM2 (human) enzyme activation | P14618 | purified PKM2, Kinase-Glo ATP luminescence, activation; response scale: 0% is enzyme alone, no compound | Potency, µM (titrated, usually from 57.5 µM), without a hit: at the highest dose activation, most hits filed as activators | 0.34% of 260,000 active; also: potency is read from the fitted curve at half-maximal effect; % is scaled to controls: 0 for no effect and ±100 for the full control effect; nearly all actives have a fitted effect of over 55% in size
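Kinase-Glo luminescence reports ATP generated from ADP (0.1 mM) and PEP (0.5 mM) by purified hPK-M2 after 1 h at room temperature, pH 7.2 imidazole buffer; intermediate enzyme activity allows detecting inhibitors and activators.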
FLuc modulator: counter-screen for miR-21 project: firefly luciferase inhibitors or activators; AID 588342; P08659; 6.9% of 360,000 active; Potency, µM (highest dose often 57.5 µM), inactives show top-dose activity change, negative = inhibition, most hits filed as inhibitors; purified FLuc, Km substrates, luminescence inhibition;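 also: potency is read from the fitted curve at half-maximal effect; plate controls were vehicle for no effect and reference inhibitor for full effect; nearly all actives have a fitted effect of over 55% in size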
Target sequence (P08659 whole entry, looked up): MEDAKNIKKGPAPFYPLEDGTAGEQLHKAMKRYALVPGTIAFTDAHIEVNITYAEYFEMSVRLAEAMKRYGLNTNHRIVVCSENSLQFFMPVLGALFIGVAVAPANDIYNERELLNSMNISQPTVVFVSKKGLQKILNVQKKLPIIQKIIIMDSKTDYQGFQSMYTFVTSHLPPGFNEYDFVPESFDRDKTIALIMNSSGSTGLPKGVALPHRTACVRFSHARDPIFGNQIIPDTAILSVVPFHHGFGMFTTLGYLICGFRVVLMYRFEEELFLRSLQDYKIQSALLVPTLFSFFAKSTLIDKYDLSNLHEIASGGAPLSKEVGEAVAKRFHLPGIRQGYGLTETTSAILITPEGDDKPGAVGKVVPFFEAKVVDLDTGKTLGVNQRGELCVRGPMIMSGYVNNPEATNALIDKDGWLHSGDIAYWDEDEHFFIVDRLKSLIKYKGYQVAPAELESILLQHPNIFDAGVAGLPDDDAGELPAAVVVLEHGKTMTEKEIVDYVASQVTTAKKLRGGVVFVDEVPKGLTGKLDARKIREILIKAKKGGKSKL
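Purified P. pyralis luciferase (10nM final) with 10uM D-luciferin and 10uM ATP (Km levels) in 50mM Tris acetate pH 7.5, 10mM Mg acetate, 0.01% Tween-20, 0.05% BSA; qHTS 6-point titration, ~60 µM downward; luminescence read.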
MBNL1 CUG block: MBNL1-poly(CUG) RNA binding inhibition. Q9NR56. TR-FRET MBNL1-His/biotin-(CUG)12 binding, 665/545 ratio. Potency, µM (series often up to 57.5 µM), without a hit: at the highest dose activity change, negative = inhibition, most hits filed as inhibitors. 0.036% of 280,000 active. AID 2675; active = well fitted inhibition curve with a large enough effect in the signal ratio, with a control signal flat, not every such curve was filed as active; inconclusive = small, poorly fitted or top-dose-only effect, or effect the other way, or a change in a side signal; inactive = no such curve, though single readings can be large or run the other way; the % refers to the signal ratio; also: potency is read from the fitted curve at half-maximal effect; % is scaled to controls: 0 for no effect and ±100 for the full control effect
Target sequence (Q9NR56 whole entry, looked up): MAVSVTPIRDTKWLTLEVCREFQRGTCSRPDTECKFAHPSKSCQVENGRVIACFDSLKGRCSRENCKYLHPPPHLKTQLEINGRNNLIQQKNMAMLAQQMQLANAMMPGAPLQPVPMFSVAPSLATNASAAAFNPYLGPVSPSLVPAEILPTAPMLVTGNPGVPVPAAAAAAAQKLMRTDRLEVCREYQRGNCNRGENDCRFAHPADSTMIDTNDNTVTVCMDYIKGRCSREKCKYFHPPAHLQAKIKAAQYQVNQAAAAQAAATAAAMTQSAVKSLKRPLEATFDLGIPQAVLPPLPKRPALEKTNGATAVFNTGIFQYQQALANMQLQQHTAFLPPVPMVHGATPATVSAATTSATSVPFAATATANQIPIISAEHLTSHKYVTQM
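Compounds (final 92 nM to 58 uM) are added to His-tagged MBNL1 and biotin-(CUG)12, then terbium anti-His antibody and streptavidin-XL665 (5 nM final). After 60 min at room temperature, the 665/545 nm ratio is read.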
Mito fusion yeast: blocks mitochondrial division or promotes mitochondrial fusion; S. cerevisiae fusion-defective mutant growth rescue, CellTiterGlo 48 h; AID 485298; 0.23% of 320,000 active; Potency, µM (titrated, usually from 46.1 µM), for inactives: top-dose growth rescue (activation), usual class: activators;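 also: potency is read from the fitted curve at half-maximal effect; % of control where 0% means no effect; nearly all actives have a fitted effect of over 45% in size; temperature-sensitive fusion mutants such as fzo1-1 at 37 °C on non-fermentable ethanol glycerol medium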
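Compounds are tested for their ability to restore growth of mitochondrial fusion-defective yeast strains at non-permissive 37C in YPEG medium over 48 hours. Viability is quantified by luciferase luminescence.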
Gal4-VP16 FLuc: Gal4-VP16 reporter inhibition counter-screen; Drosophila S2 Gal4-VP16 UAS-luciferase, luminescence, 20 h; AID 2546; 3.5% of 310,000 active; Potency, µM (titrated, usually from 53.6 µM), inactives show top-dose activity, negative = inhibition, most hits filed as inhibitors;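 also: Gal4-VP16 expression switched on by copper sulfate through the metallothionein promoter; potency is read from the fitted curve at half-maximal effect; % is scaled to controls: 0 for no effect and ±100 for the full control effect; nearly all actives have a fitted effect of over 50% in size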
Rab9 prom act: activates the Rab9 promoter; Huh7 Rab9 promoter-luciferase reporter, luminescence, 24 h; Potency, µM (doses to about 9.22 µM), for the others: at the top dose activation, negative = inhibition, usual class: activators; 2.8% of 320,000 active; AID 485297; also: potency is read from the fitted curve at half-maximal effect; % of control where 0% means no effect; nearly all actives have a fitted effect of over 60% in size
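Huh7 cells stably carrying a Rab9 promoter-luciferase reporter, 1500 cells per well in OP-MEM I with 10% FBS, treated with compound 24 hours at 37C. Luciferase activity read by luminescence after 10 minutes with Amplite reagent.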
Active calls of the source: *; ? = inconclusive; / = not tested or not shown; & = joins results of further samples; [ ] = dose if it differs, or a comment. Unless noted, calls follow the shape of the dose curve; as a rule, active = well fitted curve in the direction sought with a large enough effect; inconclusive = small, poorly fitted or top-dose-only effect, or another doubt; inactive = no such curve, though single readings can be large; an effect the other way counts as inactive or inconclusive.

SMILES | KCNH2 3.1 inh | Menin MLL FP TR | NPC1 promoter act | ELG1 repair inh | RORgamma inh | PKM2 activator | FLuc modulator | MBNL1 CUG block | Mito fusion yeast | Gal4-VP16 FLuc | Rab9 prom act
CC(=O)N(Cc1cc(=O)[nH]c2ccccc12)c1ccccc1C | -0.4 | -15.9% | -2.2% | 22.2% | 9.9% | / | 2.8% | 20.8% | -20.1% | 3.5% | 2.1%
CCC(C)(CC(=O)O)CC(=O)Nc1cc(C(F)(F)F)cc(C(F)(F)F)c1 (stereo not given) | 18.5 | / | -4.1% | ? | ? | 0.9% | -0.7% | -3.2% | -1.6% | 4.0% | 1.2%
O=C(Nc1ncn[nH]1)c1ccccc1Br | -12.3 | -2.0% | -1.8% | -2.8% | 0.5% | 8.9% | -2.0% | 0.4% | -0.7% | -14.9% | -2.6%
O=C(COc1ccc(Cl)cc1)N1CCCCC1 | -0.5 | / | 18.5% | ? | 22.6% | -1.4% | -13.1% | 1.2% | -3.0% | -0.2% | ?
O=C1CC(c2ccc(Cl)cc2)n2nc(NS(=O)(=O)c3ccc(F)cc3)nc2N1 (stereo not given) | -1.4 | 17.0% | 5.8% | -19.9% | 3.0% | -6.2% | -3.4% | -6.8% | 0.2% | -11.0% | -1.3%
Cc1ccc(Cl)cc1NC(=S)N(CCN(C)C)Cc1cccs1 | -17.1 | -11.3% | -6.0% | 1.8% | 11.2µM* | 1.1% | -0.2% | -3.6% | 1.6% | -26.1% | 2.1%
COc1ccc(Cc2c(O)nc(SCC(=O)NC34CC5CC(CC(C5)C3)C4)[nH]c2=O)cc1 | 4.4&6.1 | -3.6% | -1.1%&-6.4% | 15.4%&6.0% | -8.5%&-4.2% | -1.9%&2.3% | ? | 2.2%&-4.3% | 2.6%&1.0% | 2.4%&-8.2% | -7.6%&-6.8%
COc1cc(NC(=O)CSc2nc(C)cs2)cc(OC)c1 | -8.5 | 1.5% | 3.5% | -16.9% | 6.0% | -24.0% | -5.8% | -8.6% | 10.0% | -8.6% | -11.9%
CC1=C(C(=O)NC2CC(C)(C)Cc3c2cnn3-c2cccc(F)c2)OCCO1 (stereo not given) | -13.8 | / | -1.3% | ? | 10.3% | / | 0.5% | 6.8% | 4.3% | -2.3% | -4.1%
Cc1ccc(/C=N/NC(=O)c2c(-c3ccccc3)noc2C)c(O)c1 | / | / | -38.4%[inhibitor] | ? | 3.16µM* | -4.1% | -3.1% | 12.1% | 2.7% | 3.16µM* | -40.7%[inhibitor]
Cc1c(-c2nc(-c3ccc(C(F)(F)F)cc3)no2)n(C)oc1=O | 7.5 | / | ? | ? | -37.1% | -0.8% | / | 0.0% | -3.3% | -27.1% | ?
CC(C)(C)C(=O)Nc1cccc(-c2nc3ccccc3[nH]2)c1 | -4.9 | / | 10.7% | -12.4% | 43.5% | 4.8% | 15.1µM* | 2.6% | -0.3% | 4.4% | 5.4%
CC[n+]1c(C)n(C)c2cc(S(=O)(=O)N(C)C)ccc21 | 19.9 | 2.3% | -2.7% | 4.8% | -11.2% | -13.7% | -7.7% | 3.3% | -0.3% | 4.2% | -7.4%
O=C(O)/C(=C\c1c(C(=O)O)[nH]c2cc(Cl)cc(Cl)c12)c1ccccc1 | 2.9 | / | 0.5% | 9.8% | / | / | 2.1% | / | -7.0% | / | -0.7%
N/C(=N\OC(=O)CSc1ccccc1)c1ccc([N+](=O)[O-])cc1 | 0.9 | 20.6% | 12.4% | ? | 25.9% | 0.8% | 19µM* | / | -0.1% | 7.0% | 13.5%
O=C(CCS(=O)(=O)c1cccc2nonc12)N1CCN(c2ccc(F)cc2)CC1 | -9.3 | ? | -1.5% | 0.2% | 7.0% | 0.3% | -8.7% | ? | -4.2% | -6.8%[0.365 µM] | -9.0%
C(=N\N1CCN(c2ccccn2)CC1)/c1ccco1 | 3.5 | 2.3% | 9.4% | ? | 2.0% | -1.9% | ? | ? | 0.6% | -12.5% | ?
Cc1cc(C)nc(N/N=C/c2ccco2)n1 | 9.5 | / | 10.0% | ? | 23.0% | 0.6% | ? | 10.6% | 0.4% | 14.3% | -2.9%
CN1C(=O)C(O)(CC(=O)/C=C\c2ccc3c(c2)OCO3)c2ccccc21 (stereo not given) | -4.8 | -3.7% | -5.3% | 2.1% | -5.9% | 7.4% | ? | 3.4% | -8.5% | 5.9% | 1.3%
Cc1ccc(NC(=O)CN(C)CC(=O)Nc2ccc(N3CCOCC3)cc2)c(C)c1 | 9.4 | -15.4% | -2.8% | ? | 11.1% | 3.7% | -15.3% | -8.7% | 0.9% | 0.5% | -3.1%
COCCn1cc(C(=S)N2CCOCC2)c2ccccc21 | -0.1 | -2.7% | 4.3% | ? | -15.3% | -12.5% | -0.2% | -12.3% | -0.7% | 8.8% | -2.1%
COc1ccc(CN2CCOCCOCCN(Cc3ccc(OC)cc3)CCOCCOCC2)cc1 | -73.8* | / | 0.9% | -4.7% | 4.2% | -6.2% | 1.6% | -7.8% | -0.9% | -1.1% | -11.7%
COc1ccc(C(=O)Cc2cc3ccccc3oc2=O)cc1 | -4.7 | -23.2% | 3.55µM* | ? | 26.8% | / | 12µM* | ? | 13.4% | -25.5% | ?
C/C(=N\Nc1nc(C)cc(-c2ccccc2)n1)c1ccc(O)cc1 | -2.0 | 22.1% | 12.9% | ? | ? | -0.6% | 4.26µM* | 8.5% | -11.1% | ? | -31.3%[inhibitor]
O=C(CCCOc1ccccc1)Nc1ccncc1 | 7.2 | -9.8% | -2.6% | -2.4% | 48.8% | -0.3% | 2.6% | 0.4% | -0.8% | ? | -13.0%
O=C(NCCc1ccncc1)C(F)(F)F | 4.4 | 22.2% | 0.8% | 6.3% | 1.5% | -1.8% | 0.0% | 0.0% | -7.4% | 0.7% | -2.9%
CCOC(=O)N1CCC(NC(=O)Cn2cccc2C(=O)c2ccccc2C)CC1 | 19.8 | -6.7% | -3.3% | 3.9% | 7.1% | 19.3% | 4.5% | -5.2% | 0.9% | -10.5% | 2.3%
COc1ccc(N(C(=O)COc2cccc(C)c2)S(=O)(=O)c2ccc(C)cc2)cc1 | -16.1 | -8.1% | 0.9% | 13.9% | ? | -1.5% | 2.5% | / | 8.3% | -6.9% | 11.0%
CCn1c2ccccc2c2cc(/C=N/n3cn[nH]c3=S)ccc21 | 11.5 | ? | -2.0% | 7.8% | 1.12µM* | -1.4% | ? | 0.8% | -12.2% | 7.08µM* | -4.7%
Nc1nc(SCC(=O)c2cc3ccccc3o2)n[nH]1 | -0.7 | ? | -1.1% | -3.2% | ? | 1.5% | -14.7% | ? | -0.6% | -4.0% | -1.1%
COc1cccc(C(=O)COC(=O)COc2c(C)cc(C)cc2C)c1 | 4.4 | / | 0.6% | 7.0% | / | / | 0.5% | / | 0.3% | / | -1.6%
Cc1ccc(NC(=O)CCNC(=O)c2ccc(Br)cc2)nc1 | 5.7 | 6.6% | 1.7% | 2.1% | 9.4% | 1.4% | -3.0% | 0.7% | -2.1% | 14.5% | 9.8%
CCOC(=O)C1=C(COC(=O)/C=C/c2ccc(Cl)cc2)NC(=O)NC1C (stereo not given) | / | / | 2.7% | 5.9% | -3.1% | -1.7% | 6.9% | -1.5% | -1.6% | -15.7% | -5.9%
Cc1ccc(S(N)(=O)=O)cc1NC(=O)/C=C/c1ccc2c(c1)OCO2 | -7.1 | 2.9% | -0.7% | 0.0% | 21.6% | 1.6% | 23.9µM* | ? | 3.4% | -5.7% | 3.2%
CC(c1ccccc1)N1CCn2c(nc3cc(NC(=O)NC4CCCCC4)ccc32)C1 (stereo not given) | 4.5 | 1.0% | 16.1% | ? | 1.3% | 3.2% | ? | -1.3% | -3.8% | -3.7% | 9.3%
CCc1ccc(S(=O)(=O)N(C(=O)c2ccncc2)c2ccc(OC(=O)c3ccncc3)cc2)cc1 | -10.8 | 6.9% | -1.7% | ? | 16.7%[10 µM] | -1.2% | -1.5% | / | 7.4% | -3.3% | 0.5%
Cc1cc(SCc2ccc([N+](=O)[O-])cc2)nc(=O)[nH]1 | 0.8 | ? | -0.3% | 14.5% | -9.1% | / | -2.6% | ? | 10.5% | 3.5% | 10.1%
CCN(CC)CCn1nc(C)nc1-c1ccccc1O | 7.7 | 7.2% | 0.7% | 8.9% | -11.7% | -15.7% | 1.6% | 2.9% | -0.3% | -5.4% | -0.4%
O=C(CCc1nc(-c2ccccc2)no1)NCCc1ccccc1 | -90.1* | -0.1% | -2.1% | 6.5% | 29.4% | -3.3% | -0.5% | 6.3% | 0.6% | -0.9% | -2.5%
Cc1nc2c(C)cccc2cc1C(=O)N/N=C/c1ccc(O)cc1 | 9.0 | 4.7% | 0.2% | -19.0% | 2.1% | 9.2% | ? | / | -2.9% | 3.7% | 1.4%

Only part of the results is shown; the hit share may differ from the screen's.
